# PAFAH1B3 inh = blocks human PAF acetylhydrolase 1B catalytic subunit 3; Q15102; recombinant PAFAH1B3, FP-rhodamine probe, fluorescence polarization; inhibition, % at 3.39 µM; actives 0.28% (n = 340,000); AID 492972;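 active means inhibition above the screen-wide average of all tested compounds plus 3 SD, cut at about 25% in these data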;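 further: 0% = enzyme with DMSO only and 100% = wells lacking PAFAH1B3 protein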
# Target sequence (Q15102 whole entry, looked up): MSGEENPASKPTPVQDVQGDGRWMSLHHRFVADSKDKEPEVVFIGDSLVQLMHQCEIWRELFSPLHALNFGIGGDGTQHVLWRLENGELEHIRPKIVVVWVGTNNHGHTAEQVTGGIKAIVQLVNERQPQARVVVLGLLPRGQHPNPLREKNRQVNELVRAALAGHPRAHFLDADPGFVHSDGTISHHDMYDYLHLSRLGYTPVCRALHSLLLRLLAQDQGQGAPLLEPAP
# pPAFAH inh = inhibitors of human plasma PAF acetylhydrolase (pPAFAH). actives 1.5% (n = 330,000). recombinant pPAFAH, FP-rhodamine probe fluorescence polarization. Q13093. inhibition, % at 3.39 µM;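 active means inhibition above the mean inhibition across the screen plus 3 SD, cut at about 25% in these data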;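 further: inhibitors block binding of the rhodamine activity-based probe so polarization drops; 0% = enzyme with DMSO and 100% = wells lacking pPAFAH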
# Fam108B counter = counter-screen for RBBP9 inhibitors: inhibitors of mouse Fam108B. recombinant Fam108B, FP-Rh probe fluorescence polarization. inhibition, % at 9.51 µM. actives 0.33% (n = 300,000). AID 1947;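 active means inhibition above the screen mean inhibition plus 3 SD, computed separately per campaign, cut at about 18% in these data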;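 further: inhibitors lower polarization as less probe binds the enzyme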
# PAFAH2 FP inh = inhibitors of human PAFAH2; Q99487; recombinant PAFAH2, FP-rhodamine activity probe, fluorescence polarization; inhibition, % at 3.39 µM; actives 0.99% (n = 340,000);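 active means inhibition above the mean over all tested compounds plus 3 SD, cut at about 30% in these data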;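 further: inhibitors block probe labeling of enzyme so polarization drops; 0% = enzyme with DMSO and 100% = wells lacking PAFAH2 protein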
# PAFAH1B2 inh = blocks human PAF acetylhydrolase 1b catalytic subunit 2. recombinant PAFAH1B2, FP-rhodamine activity probe, fluorescence polarization. inhibition, % at 3.39 µM. actives 1.2% (n = 340,000);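 active means inhibition above the mean of all tested compounds plus 3 SD, cut at about 24% in these data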;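 further: 0% = enzyme with DMSO and 100% = wells lacking PAFAH1B2; many of its hits are not listed in these tables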
# Target sequence (P68402 whole entry, looked up): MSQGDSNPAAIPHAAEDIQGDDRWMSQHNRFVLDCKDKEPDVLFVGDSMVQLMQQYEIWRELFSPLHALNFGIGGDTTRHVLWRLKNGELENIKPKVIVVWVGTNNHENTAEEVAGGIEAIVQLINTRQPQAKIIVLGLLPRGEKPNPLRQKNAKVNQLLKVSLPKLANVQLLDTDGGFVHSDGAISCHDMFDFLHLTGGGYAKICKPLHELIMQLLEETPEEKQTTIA
# GSTO1 counter = blocks human GSTO1 in RBBP9 counter-screen; P78417; recombinant GSTO1, activity-based probe fluorescence polarization; inhibition, % at 5.96 µM; actives 1.1% (n = 300,000); AID 1974;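 active means inhibition above the campaign mean inhibition plus 3 SD, cut at about 35% in these data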;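 further: 0% = GSTO1-1 with DMSO and 100% = wells lacking GSTO1-1 enzyme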
# Target sequence (P78417 whole entry, looked up): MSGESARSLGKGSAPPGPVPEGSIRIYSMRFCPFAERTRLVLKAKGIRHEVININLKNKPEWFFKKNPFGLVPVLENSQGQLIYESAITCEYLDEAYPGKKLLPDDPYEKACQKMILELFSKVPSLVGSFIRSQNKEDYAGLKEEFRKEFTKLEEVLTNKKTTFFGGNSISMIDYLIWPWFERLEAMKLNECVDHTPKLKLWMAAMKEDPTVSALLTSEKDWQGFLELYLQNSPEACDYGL
# LYPLA1 counter = LYPLA1 (human) inhibition in PME1 counter-screen; recombinant LYPLA1, FP-Rh probe fluorescence polarization; inhibition, % at 5.9 µM; actives 0.16% (n = 320,000); AID 2174;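 active means inhibition above the mean of all tested compounds plus 3 SD, set per campaign, cut at about 14% in these data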;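 further: inhibitors block serine hydrolase probe labeling of LYPLA1 so polarization falls; 0% = enzyme with DMSO and 100% = wells lacking LYPLA1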
# Target sequence (O75608 whole entry, looked up): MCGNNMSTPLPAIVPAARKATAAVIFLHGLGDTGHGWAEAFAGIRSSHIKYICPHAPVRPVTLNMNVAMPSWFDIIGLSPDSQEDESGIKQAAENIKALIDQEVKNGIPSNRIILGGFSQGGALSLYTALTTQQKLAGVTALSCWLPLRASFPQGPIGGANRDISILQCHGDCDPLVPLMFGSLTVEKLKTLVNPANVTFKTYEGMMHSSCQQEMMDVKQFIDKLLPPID
# PAD4 inh = PAD4 (human) enzyme inhibition; Q9UM07; recombinant PAD4, RCA probe fluorescence polarization; actives 0.41% (n = 330,000); inhibition, % at 6.36 µM;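 active means percent inhibition above a cutoff equal to the mean of all tested compounds plus 3 SD, cut at about 15% in these data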;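 further: 0% = PAD4 with RCA probe and DMSO and 100% = probe without PAD4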
# PME-1 inh = blocks human protein phosphatase methylesterase 1; recombinant PME-1, FP-Rh probe fluorescence polarization; actives 0.53% (n = 320,000); inhibition, % at 5.9 µM; AID 2130;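 active means inhibition above the campaign mean of all compounds plus 3 SD, cut at about 26% in these data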;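 further: competitive labeling of PME-1 active site by serine hydrolase directed probe; 0% = PME-1 with DMSO and 100% = wells lacking PME-1 enzyme; inhibitors block probe labeling so polarization falls and inhibition rises; many of its hits are not listed in these tables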
# Starred values were filed as active, the others as inactive; / = not tested or not shown.
Molecule	PAFAH1B3 inh	pPAFAH inh	Fam108B counter	PAFAH2 FP inh	PAFAH1B2 inh	GSTO1 counter	LYPLA1 counter	PAD4 inh	PME-1 inh
Cc1ccc[n+](CC(O)Cn2c3ccccc3c3ccccc32)c1 (stereo unspecified)	9	5	-1	-1	7	-7	-4	2	6
CCC(CC)NC1CCCCC1OC (stereo unspecified)	0	-2	4	2	0	1	-1	-1	-1
O=C(NCc1ccccn1)c1ccccc1Cl	3	7	-3	-1	1	8	0	-2	-3
CCCCC(=O)N/N=C/c1c(O)n(-c2cccc3ccccc23)c(=O)[nH]c1=O	6	-2	-1	0	6	16	-2	5	-3
C=CCN1C(=O)NC(=O)C(CCc2ccncc2)(CCc2ccncc2)C1=O	4	1	1	-3	-2	8	1	-5	-2
Cn1c(O)c(C(=N)COc2cccc(Cl)c2)c(=O)n(C)c1=O	8	4	6	4	1	3	-5	-4	-1
COc1cc(C)c(CN2CCN(c3ccccc3)CC2)cc1C	6	4	3	-6	3	0	-1	4	7
COC(=O)C1=C(c2cccc(C#N)c2)C[C@@H]2CC[C@H]1N2C(=O)N1CCOCC1	7	-4	/	-4	0	/	-1	-4	-12
Cc1ccc(-n2c(C)cc(/C=C3/C(=O)NC(=O)N(C)C3=O)c2C)cc1	12	6	-1	-8	3	14	-4	-3	1
Cc1ccccc1NC(=S)NC(NC(=O)CF)C(Cl)(Cl)Cl (stereo unspecified)	3	-1	-3	0	3	2	0	0	9
COc1ccccc1CC(=O)N1CCN(CCc2ccccc2)CC1	2	6	-8	4	-2	-3	0	-1	-5
CC(C)(C)C(=O)NC1CCSC1=O (stereo unspecified)	/	-2	3	/	/	8	1	-1	-2
CC(=O)C1=C(C)OC(N)=C(C(=O)OC(C)C)C12C(=O)Nc1ccccc12 (stereo unspecified)	6	3	-2	5	5	2	4	-4	-1
Cc1ccc(S(=O)(=O)N2CC3CC(C2)c2cccc(=O)n2C3)cc1 (stereo unspecified)	0	1	-1	7	-2	0	-1	0	0
COC(=O)C1=C(c2cccc(OCc3ccccc3)c2)C[C@@H]2CC[C@H]1N2C(=O)NCCOc1ccccc1Cl	-6	-1	/	-5	3	/	0	3	-1
c1ccc(-c2[nH]c[n+](CC3CO3)c2-c2ccccc2)cc1 (stereo unspecified)	/	21	-2	/	/	76*	-10	3	-3
c1ccc(CN2CCN(Cc3ccc4c(c3)OCCO4)CC2)cc1	15	-2	-2	10	-1	5	1	0	7
Nc1c(C(=O)NCC2CCCO2)c2nc3ccccc3nc2n1Cc1ccco1 (stereo unspecified)	-4	25*	-1	-4	5	16	-4	-10	-4
BrCC(Br)C1CCC(Br)C(Br)C1 (stereo unspecified)	8	1	/	7	51*	/	-1	0	-1
CN(C)CCN(CC1CCCN(Cc2ccccc2F)C1)C(=O)Cc1ccc(F)c(F)c1 (stereo unspecified)	-1	1	0	5	4	-2	-5	-5	0
Cn1c(NN=O)nc2ccccc21	-2	-1	-1	0	3	13	-1	-6	2
COc1ccc(OC)c(-n2c(O)c(/C=C3\C=Nc4ccccc43)c(=O)[nH]c2=O)c1	5	6	-2	11	1	3	2	-7	-5
CN(C)c1ccc2c(c1)N=C(c1ccco1)OP2(=S)N1CCOCC1 (stereo unspecified)	-2	5	1	2	8	15	3	-1	1
CCCN1CCC[C@@H]2Cc3nc(N)ncc3C[C@H]21	/	-2	0	/	/	-3	-1	2	-2
Cc1cc(C)cc(N2C(=O)/C(=C\c3ccc(N4CCN(C)CC4)o3)C(=O)NC2=S)c1	/	-1	-11	/	/	-1	-9	-4	-21

# (continued)
Molecule	PAFAH1B3 inh	pPAFAH inh	Fam108B counter	PAFAH2 FP inh	PAFAH1B2 inh	GSTO1 counter	LYPLA1 counter	PAD4 inh	PME-1 inh
CCNc1cc(N2CCN(C)CC2)ccc1[N+](=O)[O-]	3	-6	-8	5	1	8	-1	-8	-6
O=c1c2ccccc2nc(-c2ccco2)n1-c1nccs1	4	4	1	5	3	-3	-1	1	-6
O=c1[nH]c(O)c(C=Nc2ccccc2Oc2ccccc2)c(=O)[nH]1	-1	6	2	3	-1	11	-1	-2	-6
CCOC(=O)c1ccc(N=C(C)c2c(O)[nH]c(=O)[nH]c2=O)cc1	2	-1	3	3	5	-1	4	-3	-5
CN1C[C@H](CNC(=O)OCc2ccccc2)C[C@@H]2c3cccc4c3c(cn4C)C[C@H]21	3	27*	2	7	0	3	0	2	2
CC(Cc1ccccc1)NC(=O)/C=C/c1ccc(Cl)cc1 (stereo unspecified)	4	5	-1	-2	-3	-1	-3	-1	-2
CC(C)Oc1ccc(CCN)cc1Cl	4	0	3	-7	5	2	-1	-4	2
CCCC(C)C1(CC)C(=O)NC(=Nc2ccccc2)NC1=O (stereo unspecified)	-6	2	-3	-5	2	-5	-2	-1	3
O=P(Nc1c(Cl)cccc1Cl)(c1ccccc1)c1nc2c(s1)CCCC2 (stereo unspecified)	0	-4	0	1	1	4	2	-1	-3
CC(C)Oc1cccc(C(=O)C2CCCN(Cc3ccon3)C2)c1 (stereo unspecified)	5	1	4	7	2	6	1	-8	-2
C=CCNC(=S)/N=C/c1c(O)[nH]c(=O)[nH]c1=O	-1	9	0	1	1	2	2	-2	0
CCC1C(C#N)=C(N)Oc2c1c(=O)oc1ccccc21 (stereo unspecified)	-3	7	2	3	2	-4	0	3	-3
COC(=O)C1=C(c2ccc(OC(F)(F)F)cc2)C[C@@H]2CC[C@H]1N2C(=O)NCc1cccc2ccccc12	7	-4	/	1	2	/	1	0	-17
CCN(CC)C(=O)c1ccc(NC(=O)c2cccc(S(=O)(=O)N3CCN(C)CC3)c2)cc1	-1	1	1	0	9	-2	-1	4	-5
Cn1nccc1C(=O)N1CCC2(CC1)OCCO2	5	5	-6	3	-2	2	0	-1	3
Cc1ccccc1NP(=O)(Oc1ccccc1F)Oc1ccccc1F	-2	-1	0	0	0	-2	-4	0	39*
CC(Cc1ccccc1)NC=O (stereo unspecified)	3	-1	-2	7	2	-3	-1	0	-5
COC(=O)C1=C(c2ccc(C(C)=O)cc2)C[C@@H]2CC[C@H]1N2C(=O)N1CCCC1	1	5	/	3	-4	/	0	1	2
C=C1C2C[C@H](O)C(C)(C)[C@@]2(O)[C@H](O)C[C@]23C[C@@](C)(O)[C@H](CC[C@H]12)[C@H]3OC(C)=O (stereo partly specified)	1	4	-1	0	9	1	0	1	6
COC(=O)C1=C(c2ccc(-c3ccccc3)c(F)c2)C[C@@H]2CC[C@H]1N2C(=O)NCCOc1ccccc1Cl	-13	0	/	-3	1	/	-7	2	-12
O=Cc1cn(Cc2ccc([N+](=O)[O-])cc2)c2ccccc12	0	3	-9	10	-1	1	-4	-7	4
O=C(/C=C/c1ccc(Cl)cc1)NC(=S)N1C[C@H]2C[C@H](C1)c1cccc(=O)n1C2	7	6	-4	0	2	3	-2	-1	-9
C[C@]12CCC(=O)C=C1CC[C@@H]1[C@@H]2C(=O)C[C@]2(C)C(=O)CC[C@@H]12	11	0	-1	-5	-2	1	-2	-5	0
COc1ccc(-c2nn(CCC#N)cc2C(=O)Nc2ccccc2Br)cc1	3	-6	2	5	-4	3	3	1	-3
CCC(=O)OC1(c2ccccc2)C(C)CN(C)CC1C (stereo unspecified)	0	-3	4	-7	0	3	2	-5	3

# Later entries.
Molecule	PAFAH1B3 inh	pPAFAH inh	Fam108B counter	PAFAH2 FP inh	PAFAH1B2 inh	GSTO1 counter	LYPLA1 counter	PAD4 inh	PME-1 inh
CCC(=NCCc1c[nH]c2ccccc12)c1c(O)n(C)c(=O)n(C)c1=O	14	-3	-1	-5	4	-9	0	-9	2
CC1N=C(c2ccccc2Cl)c2cc(Br)ccc2NC1=O (stereo unspecified)	1	4	-1	-10	0	5	-2	4	3
CC(N=Cc1c(O)[nH]c(=O)[nH]c1=O)c1ccccc1 (stereo unspecified)	4	2	0	4	6	-2	-3	-2	3
O=C1NC(=O)N(Cc2ccc(F)cc2)C(=O)/C1=C\c1ccoc1	10	16	-1	9	14	-1	-9	-31	-15
COCCNC(=O)N1[C@H]2CC[C@@H]1C(C(=O)OC)=C(c1ccc(-c3ccccc3)c(F)c1)C2	-1	2	/	8	10	/	4	2	-2
COc1ccccc1CN1CCN(C(=O)COc2ccc3ccccc3c2)CC1	5	5	1	8	4	2	-4	-2	1
Cc1c(N=Nc2c(O)n(Cc3ccccc3)c(=O)[nH]c2=O)c(=O)n(-c2ccccc2)n1C	10	2	-4	-5	3	23	-2	-6	-4
COC(=O)CCCCC1SCC(NC(=O)c2ccccc2)C1Cl (stereo unspecified)	9	3	-3	2	2	-10	0	-3	-3
COC(=O)C1=C(c2ccc(C(C)=O)cc2)C[C@@H]2CC[C@H]1N2C(=O)NCC1CC1	1	1	/	-16	5	/	5	-5	-6
COc1ccc(NC(=O)N2C[C@@H]3C[C@@H](C2)c2cccc(=O)n2C3)cc1	-2	0	1	4	5	-3	3	1	-3
Cc1c(/C=N/O)c2ccccc2n1C	2	1	1	2	5	1	-2	5	0
CCn1c(=O)n(CC)c2cc([N+](=O)[O-])c(N3CCNCC3)cc21	6	4	-3	-2	3	8	-1	7	-1
COc1ccc(CCn2c(O)c(C=NCCN3CCCCC3)c(=O)[nH]c2=O)cc1OC	-2	0	0	-6	2	-2	1	-1	-7
Cc1cc(O)c2c(c1)OC(C)(C)C1=C2CC(C)CC1 (stereo unspecified)	0	-5	-1	1	9	10	-2	3	-5
CCCNC(=O)N1[C@H]2CC[C@@H]1C(C(=O)OC)=C(c1ccc(C(C)=O)cc1)C2	7	0	/	-3	1	/	-1	1	-5
CCCCCSc1cc(OC)c(CCN)cc1OC	8	9	-1	12	7	3	0	-1	-3
O=C(O)Cc1cnc[nH]1	6	2	3	-6	0	8	0	-4	0
[O-]c1ccccc1-[n+]1c(-c2ccccc2)cc(-c2ccccc2)cc1-c1ccccc1	0	-6	-4	-8	7	0	-2	-5	1
Cc1ccsc1C(=O)C1CCCN(Cc2ccc(O)cc2)C1 (stereo unspecified)	11	2	2	1	6	3	-4	-3	1
CN1CC(C(=O)c2cccc(C(F)(F)F)c2)C(c2ccc(Cl)cc2)C1 (stereo unspecified)	14	6	20*	6	14	6	0	1	9
O=C(O)COc1ccc(Cl)cc1Cl	2	-4	2	-4	2	-8	0	-2	-4
Cc1c(N=Nc2c(O)[nH]c(=O)[nH]c2=O)c(=O)n(-c2ccccc2)n1C	5	0	-2	1	6	34	2	-3	1
c1ccc(CCN2CCC3(CC2)OCCO3)cc1	2	3	1	-4	3	1	-3	0	4
CC(C)CNc1c2c(nc3ccccc13)CCC2	3	4	1	-5	4	9	0	-5	-19
CCCc1nc2ccccc2c(=O)n1-c1ccc(OC)cc1	5	-1	1	6	7	1	4	-1	-3
O=[N+]([O-])CCO	3	3	/	-1	3	/	0	-3	-1
CCCN(CCC)C(=O)Cc1c(-c2ccc(Cl)cc2)nc2c(Cl)cc(Cl)cn12	6	3	12	-1	-4	5	-3	1	-4
O=C1CC(=O)N(Cc2ccccc2)C(=O)N1CCCCCCN1C(=O)CC(=O)N(Cc2ccccc2)C1=O	/	41*	-6	/	/	-5	-8	-15	-15

# These rows are one share of the data; the hit share may differ from the screen's.
